# Assay outcomes as filed in PubChem BioAssay.
# 12-LOX inh – Primary qHTS assay for inhibitors of human arachidonate 12S-lipoxygenase (ALOX12): Round 2 | Polyunsaturated fatty acid lipoxygenase ALOX12 (Homo sapiens), P18054 | purified 12hLO, xylenol orange hydroperoxide absorbance | Potency, µM (titrated, usually from 108 µM), without a hit: at the top dose activity change, negative = inhibition, actives largely listed as inhibitors | 580,000 compounds, 1.1% hits | AID 1671190, 2021; active = well fitted inhibition curve with a large enough effect; inconclusive = small, poorly fitted or top-dose-only effect, or another doubt; inactive = no such curve, though single readings can be large or run the other way
# Target sequence (P18054 whole entry, looked up): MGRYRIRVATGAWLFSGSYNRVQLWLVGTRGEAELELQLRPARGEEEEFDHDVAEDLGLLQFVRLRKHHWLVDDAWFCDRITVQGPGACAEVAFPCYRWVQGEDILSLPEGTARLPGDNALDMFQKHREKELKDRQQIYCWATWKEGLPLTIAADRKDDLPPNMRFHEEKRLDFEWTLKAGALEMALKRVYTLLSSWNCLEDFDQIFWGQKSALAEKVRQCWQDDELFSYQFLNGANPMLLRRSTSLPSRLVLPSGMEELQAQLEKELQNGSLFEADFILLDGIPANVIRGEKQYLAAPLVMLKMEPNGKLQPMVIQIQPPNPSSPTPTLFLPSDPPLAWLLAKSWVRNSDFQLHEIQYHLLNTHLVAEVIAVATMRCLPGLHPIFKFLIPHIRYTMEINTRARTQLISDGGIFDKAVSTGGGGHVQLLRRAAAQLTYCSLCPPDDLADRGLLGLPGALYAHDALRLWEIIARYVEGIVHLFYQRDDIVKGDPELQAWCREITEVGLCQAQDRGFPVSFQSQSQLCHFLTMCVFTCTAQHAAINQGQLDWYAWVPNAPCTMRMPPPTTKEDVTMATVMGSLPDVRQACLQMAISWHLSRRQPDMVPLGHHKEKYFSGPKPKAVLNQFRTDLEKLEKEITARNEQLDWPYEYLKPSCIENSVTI
#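 Purified human 12hLO at 150 nM in 25 mM Hepes, 0.01% Triton X-100, pH 7.0, preincubated 15 min at room temperature with compound. Reaction started with 40 uM arachidonic acid, 30 min at room temperature. Hydroperoxide measured by Fe-xylenol orange, 573/405 nm absorbance ratio.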
# * = called active by the depositor; ? = inconclusive; [ ] = another dose, or the depositor's remark. % is scaled to controls: 0 for no effect and ±100 for the full control effect; potency is read from the fitted curve at half-maximal effect. An excerpt; rates above refer to the full screens.
12-LOX inh | mol
67.4%[activator] | CN1C(=O)c2cccn2CC1CNC(=O)c1n[nH]c(=O)c2ccccc12 (stereo not drawn)
47.2%[activator] | CC(C)(C)n1nnnc1C1CC2(CCOCC2)C(=O)N1Cc1cccs1 (stereo not drawn)
? | Cc1ccc(C(=O)N2CCC(c3n[nH]c(=O)n3Cc3ccc(F)cc3)CC2)cc1F
-24.9% | N#CC(C(=O)NCc1ccccc1)=C1CCCCC1
-12.3% | COc1ccc(S(=O)(=O)Nc2ccc3c(c2)C(=O)N([C@H](C)CO)C[C@H](C)[C@H](CN(C)C(=O)Nc2ccc(F)cc2)OCCCC[C@@H](C)O3)cc1
7.9% | COc1ccc(-c2ccc3c(c2)C(=O)N2C[C@@H](NS(=O)(=O)c4ccc(F)cc4)C[C@H]2C(=O)N3)cc1
8.0% | CNC(=O)C1CCN(C(C)C(=O)NCc2ccccc2Cl)CC1 (stereo not drawn)
9.0% | CCN(Cc1ccccc1)C(=O)CCc1nc(C2CCCN2S(C)(=O)=O)no1 (stereo not drawn)

12-LOX inh | mol
-23.8% | CCN1CCN(CCNC(=O)CS(=O)Cc2nc(-c3ccc(Cl)cc3)oc2C)CC1 (stereo not drawn)
47.5%[activator][176 µM] | COC(=O)N1CC2(Cc3ccccc3N(C(C)=O)C2)C1
27.1%[176 µM] | COc1ccccc1C(O)c1nc(Nc2ccc(Cl)cc2)n[nH]1 (stereo not drawn)
11.6% | CCC(C)NC(=O)C(NC(=O)c1ccc(C)cc1)C1CCN(C(=O)C(C)C)CC1 (stereo not drawn)
? | Cc1cc(C)cc(NC(=O)N2CCCC(c3noc(COc4ccccc4)n3)C2)c1 (stereo not drawn)
? | CCCC1=Nc2cc(C(=O)NCCCN3CCCCC3CC)ccc2Sc2ccc(C)cc21 (stereo not drawn)
-0.1% | Cc1c(C(=O)N2CCC(C)CC2)c(S(=O)(=O)NCc2ccc(F)cc2)c(C)n1C
44.0%[activator] | O=C(NC1CCCCC1)[C@@H]1C[C@@H](O)CN1C1CCN(C(=O)c2ccco2)CC1

12-LOX inh | mol
27.0% | COc1nc2c(cc1CNC(=O)CN1CCOCC1)C(=O)N(C1CCCC1)C2
-16.5% | CCOc1cccc(/C=C(/C#N)c2ccccn2)c1OC(F)F
-0.2% | CC(CCc1ccccc1)NC(=O)N1CCN(S(=O)(=O)c2ccccc2C#N)CC1 (stereo not drawn)
-2.2% | COc1cc(Cl)c(CN2CCOc3ccc(CN4CCCCC4CO)cc3C2)cc1OC (stereo not drawn)
20.4% | CC(C)NC(=O)c1noc(-c2ccc[nH]c2=O)n1
2.0% | Cn1nc(CC(=O)NCC(=O)OCc2ccccc2)c2ccccc2c1=O
3.8% | Cc1cc(N2CCN(Cc3nc(C(C)C)no3)CC2)nc(C(C)C)n1
0.0% | COc1ccc(-c2ccc(C#N)c(SCC(=O)NCCc3ccccc3)n2)cc1

12-LOX inh | mol
1.1% | COC(=O)C1=C(C)N=C2SC=C(CC(=O)NCc3ccccc3)N2C1c1cccc(F)c1 (stereo not drawn)
-7.4% | Cc1nn(-c2ccccc2)cc1C(=O)N1CCC(CC(=O)NCc2cccnc2)CC1
18.8% | CCOC(=O)CCNC(=O)N1CCC(Oc2ncccc2C(=O)N(C)C)C1 (stereo not drawn)
-6.3% | CC(C)c1ccc(NC2=N[C@H]3[C@@H](O)[C@H](O)C[C@H](C(=O)NCCN4CCOCC4)[C@H]3S2)cc1
-21.5% | COc1ccc(Oc2c(C(F)(F)F)oc3cc(OC(C)=O)ccc3c2=O)cc1
-14.1% | COc1cccc(CN(C)C(=O)[C@H]2O[C@@H](n3cnc4c(=O)[nH]c(N)nc43)[C@H](O)[C@@H]2O)c1
? | O=C(c1cc2ccccc2[nH]1)N1CCCC2(C1)NC(=O)N(Cc1ccccc1)C2=O (stereo not drawn)
3.8% | COC[C@@H]1CN(C(=O)CCc2cccc(OC)c2)C[C@H]1c1nc(C)no1

12-LOX inh | mol
13.2% | CCN(Cc1ccncc1)Cc1ccc2c(c1)CN(C(=O)c1ccc(C)cc1)CCO2
0.2% | Cc1cc(C)cc(C(=O)NCCC23CC4CC(CC(C4)C2)C3)c1
62.1%[activator] | CS(=O)(=O)N1CCC(CC(=O)NCCCN2CCc3ccccc3C2)C1 (stereo not drawn)
15.3% | O=C(CSc1nc(C2CC2)n(-c2ccccc2)n1)N1CCN(c2ccc(F)cc2)CC1
16.0% | COC(=O)[C@H](Cc1ccc(OC)cc1)NC(=O)[C@@H]1CN(C(=O)NC(C)C)CCN1C(=O)C1CCCCC1
50.0%[activator] | O=C(NCCC1CCN(C(=O)Nc2cc(F)ccc2F)CC1)c1ccccc1
25.9%[176 µM] | CC(c1cccs1)N(C)C(=O)c1ccccc1Cl (stereo not drawn)
? | COc1ccc(NC(=O)Cn2ncc3ccccc3c2=O)cc1

12-LOX inh | mol
-29.4% | Cc1nc2n(c(=O)c1Cc1ccccc1)CN(Cc1cccnc1)CN2c1ccc(F)cc1
-12.0% | Nc1ccn([C@@H]2O[C@H](C(=O)N[C@H](Cc3ccccc3)C(=O)NCc3cccc4c3OCO4)[C@@H](O)[C@H]2O)c(=O)n1
41.0%[activator] | COCc1ccc2c(c1)c(OC(C)(C)C(=O)NCCCn1ccnc1)nn2CCC(C)C
-1.8% | Cc1ccc(S(=O)(=O)NCC(c2ccsc2)N(C)C)cc1 (stereo not drawn)
8.6% | COCc1noc([C@@H]2CN(C(=O)CCc3nc4ccccc4[nH]3)C[C@H]2C(N)=O)n1
33.6%[activator] | CCCCCn1c(NCCCOCC)nc2c1c(=O)[nH]c(=O)n2C
25.0% | CNC(=O)N1CCC(C2CCN(C(=O)C3(C)CCCCC3)C2)CC1 (stereo not drawn)
-3.6% | COc1ccc(NC(=O)c2ncoc2-c2ccc(OC)c(OC)c2)c(OC)c1

12-LOX inh | mol
0.1%[6.33 µM] | O=C(c1cc(-c2ccc(Cl)cc2Cl)c2nncn2n1)N1CCOCC1
? | O=C(COc1ccccc1)OCC(=O)c1ccc2c(c1)OCO2
-4.5% | O=C(c1ccncc1)N1CCC(OCC2CC2)C1 (stereo not drawn)
? | Cn1cc(CN2CCOc3cc([S+](=O)([O-])Nc4nncs4)ccc3C2)cn1
-1.0% | CCOc1cc(-c2c(-c3ccccc3)ncn2CCNC(C)=O)ccc1OC
? | Cc1ccc(C)c(-c2csc(-c3nc(-c4ccccc4)cs3)n2)c1
29.2% | CCOc1ccc(C(=O)Nc2cc(C)ccn2)c(OCC)c1
? | NC(Cc1ccccc1)c1nnc(SCc2ccccc2)o1 (stereo not drawn)

12-LOX inh | mol
-25.2% | COc1ccc(-c2ocnc2C(=O)Nc2ccc(F)cc2)cc1
-23.2% | O=C(Nc1cc(S(=O)(=O)N2CCCCC2)ccc1Oc1ccc(Cl)cc1)c1cnccn1
12.8% | COc1cccc(CN2CCC3(CC2)c2ccccc2[C@@H](NC(=O)c2ccccc2OC)[C@@H]3O)c1
65.1%[activator] | CN1CCCN(C[C@@H]2CN(C(=O)c3ccnn3C)C[C@@H]2CO)CC1
20.1% | CCn1cnc2c1c(=O)n(CC(=O)NCC(c1ccccc1)N(C)C)c(=O)n2Cc1ccccc1 (stereo not drawn)
32.0%[activator] | COC(=O)[C@]12C[C@H](CC(=O)NCCCN3CCCC3=O)C(=O)N(Cc3ccco3)C1=C[C@H](C(C)C)O[C@@H]2C1CC1
20.5% | COc1cccc(C(=O)N2C(C(=O)NC3CC3)COC23CCN(C(=O)C2CC2)CC3)c1 (stereo not drawn)
49.1%[activator] | O=C(Cc1cccs1)N1CC(c2noc(C3CCCN3CC3CC3)n2)C1 (stereo not drawn)

12-LOX inh | mol
-5.1% | COC(=O)c1cc(-c2ccc(Cl)s2)nc2ccccc12
57.6%[activator] | Cc1ccc(C(=O)N2CCCn3cc(-c4cccc(C#N)c4)nc32)cn1
30.6%[activator] | CNC(=O)N1CCC(C2CCN(C(=O)COc3cccc(C)c3)C2)CC1 (stereo not drawn)
-3.4% | Cc1nn(-c2ncnc3nc[nH]c23)c2c1C(c1cccc(F)c1)CC(=O)N2 (stereo not drawn)
13.9% | Cc1nc(-n2nc(C)c(Cl)c2C)sc1C(=O)Nc1ccc(F)cc1
? | Cc1ccc(-c2c(C(N)=O)c(C)nc3sc4c(c23)CCC4)cc1
-2.6% | CCc1cccc2c(C(=O)COC(=O)c3cccc(C)c3)c[nH]c12
33.7% | Cc1ccc(-c2nnc(C3CN(C(=O)c4ccc(F)c(F)c4)CC34CCOCC4)o2)cc1 (stereo not drawn)

12-LOX inh | mol
-24.4% | FC(F)(F)c1cnc(Sc2ncc(C(F)(F)F)cc2Cl)c(Cl)c1
-9.5% | Cc1ccc(S(=O)(=O)NCCc2cccc(Cl)c2)cc1
119.0%[activator] | O=C(NC1CCCCNC1=O)c1cc(Cl)c2c(c1)OCCCO2 (stereo not drawn)
14.4% | Cc1nc(N2CCCC2)cc(N2CCN(C(=O)c3ccccc3C(F)(F)F)CC2)n1
-8.7% | O=C(Cc1ccccc1)Nc1ccc([C@@H](O)[C@H]2COCC(=O)N2Cc2ccccc2F)cc1
3.6%[176 µM] | COC(=O)[C@@H](C)NC(=O)[C@H]1CN(C(C)=O)CCN1C(C)=O
10.1% | O=C(CCc1c[nH]c2ccccc12)N1CCC([C@@H]2CNC[C@H]2CO)CC1
37.2%[activator] | COc1nccnc1NC1CCN(C(=O)c2ccc3nc[nH]c3c2)CC1

# An excerpt from above in order of their number in 12-LOX inh, high to low:
compound,12-LOX inh
O=C(CSc1nc(C2CC2)n(-c2ccccc2)n1)N1CCN(c2ccc(F)cc2)CC1,15.3%
COC[C@@H]1CN(C(=O)CCc2cccc(OC)c2)C[C@H]1c1nc(C)no1,3.8%
CC(C)c1ccc(NC2=N[C@H]3[C@@H](O)[C@H](O)C[C@H](C(=O)NCCN4CCOCC4)[C@H]3S2)cc1,-6.3%
COc1ccc(S(=O)(=O)Nc2ccc3c(c2)C(=O)N([C@H](C)CO)C[C@H](C)[C@H](CN(C)C(=O)Nc2ccc(F)cc2)OCCCC[C@@H](C)O3)cc1,-12.3%

# (next part)
12-LOX inh | mol
-49.3% | O=C(c1ccc(F)cc1)N(Cc1cccs1)c1ccc(F)cc1
5.8% | CC(C)CNC(=O)c1nnn2c1COC(c1ccc(Br)cc1)C2 (stereo not drawn)
13.4%[176 µM] | Cn1cccc1CN1CCC2(CC1)CC(=O)c1ccccc1O2
-37.6% | Cc1cccc(OC(=O)c2ccccc2I)c1C
4.3%[176 µM] | CC(C)NC(=O)C(C)[C@@H]1CC[C@@]2(C)CC[C@H](NC(=O)C3CC3)[C@@H](C)[C@@H]2[C@H]1O (stereo partly drawn)
37.8%[activator] | O=C(Cn1ccn2nc3c(c2c1=O)CCCCC3)Nc1ccccc1F
? | Cc1ccc(-c2nc3ccccc3n2Cc2cccc(F)c2)o1
-26.8% | Cc1ccc(C(=O)OCC(=O)c2cccs2)cc1O

12-LOX inh | mol
? | COC(=O)[C@H](C(C)C)N1CCc2nnn(Cc3ccc(C)cc3)c2-c2ccccc2S1(=O)=O
41.4%[activator] | CCCn1ccc2sc(C)c(C(=O)NCc3ccc(C)cc3)c2c1=O
16.9% | COc1ccc(C(C)NC(=O)CN2C(=O)C(c3ccccc3)=NC2(C)C)cc1 (stereo not drawn)
-2.3% | NC(=O)CN(CC1CCOC1)C1CC1 (stereo not drawn)
2.5% | Cc1ccc(N=Cc2ccc(N(C)C)cc2)c(C)c1
? | COCC1CN(S(=O)(=O)c2cccc3cccnc23)CC12CCNCC2 (stereo not drawn)
40.2%[activator] | COc1cccc(CN2CCC(N3C(=O)C(OC)C34CCOCC4)CC2)n1 (stereo not drawn)
24.8% | CC(C)CCNC(=O)N1CCC(OC2CCN(S(C)(=O)=O)CC2)CC1

12-LOX inh | mol
10.3% | Cc1ccc(N2C(N)=C(C#N)C3(C(=O)Nc4ccc(C)cc43)C3=C2CC(C)(C)CC3=O)cc1 (stereo not drawn)
-6.3% | O=C(CSc1nc(=O)n(Cc2cccnc2)c2c1CCC2)N1CCCCCC1
37.3%[activator] | COc1ccccc1-n1cc(C(=O)NC(C(=O)O)c2c(C)n[nH]c2C)cn1 (stereo not drawn)
5.1% | NC(=O)c1ccc(CN(C(=O)/C=C/c2cccs2)C2CC2)cc1
17.8% | C=CCC1(C(=O)O)CCCN(Cc2ccc(OC)c(COC)c2)C1 (stereo not drawn)
? | Cc1nn(C)c(C)c1CC(=O)NCc1cccnc1N1CCOCC1
49.4%[activator] | CC(C)c1nnc(C2CN(C(=O)c3cccc(Br)c3)CC23CCOCC3)o1 (stereo not drawn)
-7.0% | CCOCCn1c(CN2CCN(C(=O)OCC)CC2)nc2c1c(=O)[nH]c(=O)n2C

# For reference, part of the list above:
12-LOX inh | mol
10.3% | Cc1ccc(N2C(N)=C(C#N)C3(C(=O)Nc4ccc(C)cc43)C3=C2CC(C)(C)CC3=O)cc1 (stereo not drawn)
-6.3% | O=C(CSc1nc(=O)n(Cc2cccnc2)c2c1CCC2)N1CCCCCC1
37.3%[activator] | COc1ccccc1-n1cc(C(=O)NC(C(=O)O)c2c(C)n[nH]c2C)cn1 (stereo not drawn)
5.1% | NC(=O)c1ccc(CN(C(=O)/C=C/c2cccs2)C2CC2)cc1
17.8% | C=CCC1(C(=O)O)CCCN(Cc2ccc(OC)c(COC)c2)C1 (stereo not drawn)

# Next entries:
12-LOX inh | mol
57.0%[activator] | Cc1noc([C@@H]2CN(C(=O)c3ccoc3C)C[C@H]2C(N)=O)n1
3.8%[176 µM] | C[C@@H](NC(=O)c1cccs1)c1onc(-c2ccc(F)cc2)c1C(=O)O
-1.9% | Cc1cccc(C(=O)N2C(C(=O)NCc3ccc4c(c3)OCO4)COC23CCC(C)CC3)c1 (stereo not drawn)
-8.2% | COc1ccc(-c2cc(N3CCC(NC(=O)c4ccccc4C)C3)n[nH]2)cc1 (stereo not drawn)
4.5%[6.33 µM] | COc1ccc(CN2CCn3c(nnc3-c3cccnc3)C2)cc1
45.7%[activator] | CCOc1ccc(CN2CCN(C/C=C/c3ccccc3OC)CC2CCO)cc1 (stereo not drawn)
